Screening data (PubChem BioAssay)
Kir21 block: inhibitors of mouse Kir2.1 inward-rectifier potassium channel. AID 1672, 2009. HEK293-Kir2.1, FluxOR thallium flux fluorescence; active compounds read low. Inward rectifier potassium channel 2 (Mus musculus), P35561. B-score at 10 µM. 310,000 compounds, 0.85% hits;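 active = fluorescence ratio B-score at or below minus 3 SD of library scores, with starting-brightness B-score within 2 SD, cut at about -4.2 in these data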;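 also: channel flux triggered by added potassium and thallium sulfate stimulus; B-score of peak minus minimum fluorescence over baseline after thallium stimulus; more negative B-score means stronger Kir2.1 block with less thallium influx; some compounds called inactive have numbers as strong as hits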
Target sequence (P35561 whole entry, looked up): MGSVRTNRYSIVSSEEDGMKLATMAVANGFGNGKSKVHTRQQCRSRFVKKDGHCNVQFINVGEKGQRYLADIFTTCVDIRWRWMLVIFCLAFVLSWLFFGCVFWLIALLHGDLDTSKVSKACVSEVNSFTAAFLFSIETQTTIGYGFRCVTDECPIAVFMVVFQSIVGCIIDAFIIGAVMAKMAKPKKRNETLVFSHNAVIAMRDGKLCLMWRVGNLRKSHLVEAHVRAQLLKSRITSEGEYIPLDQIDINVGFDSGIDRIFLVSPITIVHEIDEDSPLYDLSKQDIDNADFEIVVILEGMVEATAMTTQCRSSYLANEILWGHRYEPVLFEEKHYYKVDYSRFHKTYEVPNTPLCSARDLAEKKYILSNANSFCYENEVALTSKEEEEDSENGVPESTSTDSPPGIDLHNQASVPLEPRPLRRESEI
KCNQ2 block: KCNQ2 potassium channel inhibitors, primary screen, cell-based, CHO-K1, FluxOR thallium flux, B-score (AID 2156) | Potassium voltage-gated channel subfamily KQT member 2 (Rattus norvegicus), O88943 | 20 min; active compounds read low | B-score at 10 µM | 310,000 compounds, 1.1% hits;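 active = fluorescence ratio B-score at most minus 3 library SDs, with starting brightness B-score within 2 library SDs, cut at about -5.5 in these data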
Starred values were filed as active, the others as inactive; i = inactive.

SMILES	Kir21 block	KCNQ2 block
O=C(O)/C=C/C(=O)Nc1ccc(Oc2ccccc2)cc1	0.77	i
C=CCSc1nc(C)cc2c1C(=O)OC2	2.2	i
COc1ccc(CN2CCCC(N3CCN(c4cccc(Cl)c4)CC3)C2)cc1OC (stereo unspecified)	-0.85	i
Clc1cccc(Cl)c1CNc1ccc(N2CCCC2)cc1	-1.2	i
CC(=O)Oc1ccc(N2C(=O)C3C(C2=O)C(C(=O)c2ccc(Cl)cc2)N2CCCC32)cc1 (stereo unspecified)	0.31	i
CN(C)c1ccc(/C=N\NC(=O)c2cccc3cc[nH]c23)cc1	0.05	i
O=C(O)c1ccccc1Sc1ccccc1S(=O)(=O)NC1CCCCC1	1.5	i
Cc1ccc(NC(=O)C(C)C(=O)Nc2ccc(C)cc2)cc1	0.84	i
CCOc1ccc(CN(C)CC(=O)Nc2ccc3c(c2)CCC3)cc1OC	-0.79	i
O=C1CC(c2ccccc2)CC(O)=C1C=NCCN1CCN(C(=S)Nc2cccc(Cl)c2)CC1 (stereo unspecified)	0.18	i
CCCCCCCCCCn1cc(C(C)=O)c(=O)[nH]c1=O	0.04	i
Cc1ccc(NC(=O)c2sc(C)nc2C)c(C)c1	-0.2	i
CCOC(=O)c1ccc(NC(=O)c2nc[nH]c2C(=O)N[C@@H](CCCCNC(=O)OC(C)(C)C)C(=O)OC(C)(C)C)cc1	0.16	i
Cc1cccc(/C=N/NC(=O)c2ccc(NC(=O)c3ccccc3C)cc2)n1	-1	i
N/C(=N\OC(=O)CCCN1C(=O)c2ccccc2C1=O)c1ccccn1	0.02	i
COc1ccc(OCCSc2nnc(C(C)NC(=O)c3ccccc3F)n2C)cc1 (stereo unspecified)	0.69	i
CCOC(=O)N1C2C=C(C)[C@@H]2[C@@H]2CC(=O)N21 (stereo partly specified)	0.49	i
CCOc1ccccc1NCc1cc(=O)oc2cc(C)c(O)cc12	0.11	i
CC(C(=O)NCC1CCCCC1)N(C)Cc1ccc(Br)cc1 (stereo unspecified)	-0.06	i
CC(NC(=O)Cc1ccccc1)c1ccccc1 (stereo unspecified)	-1.3	i
CCOc1ccc(C(C)=O)cc1CSc1nnc(-c2ccncc2)n1CCOC	1.2	i
CCCCNC(=O)Cn1c(=O)oc2cc(S(=O)(=O)N3CC(C)CC(C)C3)ccc21 (stereo unspecified)	0.03	i
c1ccc2c(c1)OC(CCCN1CCCCC1)c1ccccc1S2 (stereo unspecified)	-5.8*	i
CC(C)S(=O)(=O)c1cnc(-c2cccnc2)nc1N	0.74	i
CCc1ccc(CNC(=O)CCS(=O)(=O)Cc2ccccc2F)cc1	1.4	i
COc1ccc(-c2nc(CSCC(=O)N3CCC(C(N)=O)CC3)c(C)o2)cc1OC	0.9	i
CC(C)Cc1nnc(NS(=O)(=O)c2ccc(Cl)cc2)s1	-0.99	i
CCc1n(CC(O)COCC2CC=CCC2)c2ccccc2[n+]1C (stereo unspecified)	1.1	i
CC(C)c1ccccc1NC(=O)C1CC(=O)N(C2CCCC2)C1 (stereo unspecified)	-0.1	i
O=C(c1cnc2ccc3ccccc3c2c1)c1cc(F)ccc1O	0.24	i
O=C(Cn1c(O)c(/C=C2\C=Nc3ccc(Br)cc32)sc1=O)N1CCCC1	2.5	i
Cc1c(NC(=O)Cn2nc(C(=O)O)c3ccccc3c2=O)c(=O)n(-c2ccccc2)n1C	1	i
COCC(=O)N(Cc1nc2sc(C)c(C)c2c(=O)[nH]1)C1CCCCC1	-0.15	i
CC(C(=O)NCCN1C(=O)S/C(=C\c2cccs2)C1=O)N1C(=O)c2ccccc2C1=O (stereo unspecified)	1.3	i
Cc1cc(=O)oc(C)c1C(=O)NCc1c(F)cc(F)cc1F	-0.17	i
CC(C)N=C1NN=C(c2ccc(F)cc2)CS1	-0.91	i
CCn1cc(/C=C/C(=O)Nc2ccc(C)cc2Br)cn1	2	i
NC(=O)c1ccsc1NC(=O)COC(=O)C1CCCN1C(=O)c1cccs1 (stereo unspecified)	-0.71	i
CCc1ccc(C(=O)/C=C2\Sc3ccccc3NC2=O)cc1	0.07	i
O=C(N/N=C/c1ccncc1)c1cnccn1	2.1	i
CCOC(=O)C1(CCCc2ccccc2)CCN(C(=O)c2cc(C)nc(C)n2)CC1	0.03	i
COc1ccc(OCC(=O)N(Cc2sccc2C)C2CCS(=O)(=O)C2)cc1 (stereo unspecified)	0.15	i
COc1ccc(/C(O)=C/c2nc3ccc(C(=O)NCCc4cccc(C)c4)cc3[nH]c2=O)cc1OC	0.51	i
CC(=O)N1CCC2(CC1)CC(=O)c1cc(OCC(=O)NCc3ccco3)ccc1O2	-1.4	i
CCC1CCC(C(=O)NNC(=O)c2cc(-c3ccco3)[nH]n2)CC1 (stereo unspecified)	-0.1	i

Complete entries from above. Values in the order: Kir21 block, KCNQ2 block
`Cc1c(NC(=O)Cn2nc(C(=O)O)c3ccccc3c2=O)c(=O)n(-c2ccccc2)n1C` across the screens: 1, i
`CCn1cc(/C=C/C(=O)Nc2ccc(C)cc2Br)cn1` across the screens: 2, i
`COCC(=O)N(Cc1nc2sc(C)c(C)c2c(=O)[nH]1)C1CCCCC1` across the screens: -0.15, i

Carrying on.
SMILES	Kir21 block	KCNQ2 block
Cc1[nH]c(=O)[nH]c(=O)c1S(=O)(=O)NCCc1ccc(S(N)(=O)=O)cc1	-0.02	i
Nc1nc(CN2CCCCCC2)nc(Nc2ccc(F)cc2)n1	-0.78	i
Cn1cc(S(=O)(=O)c2ccccc2)c(=O)c2cc(F)c(N3CCOCC3)cc21	0.01	i
Clc1ccc(-c2nnc(CCc3ccccc3)o2)c(Cl)c1	1.6	i
Cc1ccc(-n2nc(CN3CCOCC3)c(-c3ccccc3)c2N)c(C)c1	0.82	i
CCn1c(C)nc2cc(C(=O)OC(C(F)(F)C(F)F)C(F)(F)C(F)F)ccc21	1.1	i
CCn1c(CNc2ccc(F)cc2)nnc1SCC(=O)N1CCCc2ccccc21	-1.4	i
O=C(NCC1CCCCC1)C12CN(Cc3ccccc3)CC1C(c1cccc([N+](=O)[O-])c1)=NO2 (stereo unspecified)	0.25	i
C/C(=C/c1ccccc1)C(=O)N1CCN(c2ccc(F)cc2)CC1	1.4	i
CCc1c(C(=O)Nc2ccc(OC)cc2)[nH]c(C)c1C(C)=O	-2.7	i
Cc1nc2c(=O)n(C)c(=O)n(C)c2nc1Cl	-1.4	i
O=C(CCN1CCOCC1)Nc1cc(C(=O)Nc2ccc(Cl)cc2)ccc1N1CC2CC(C1)c1cccc(=O)n1C2 (stereo unspecified)	0.58	i
COc1ccc(C(=O)Nc2ccc(Cl)cc2C(=O)NCc2ccco2)cc1OC	-0.99	i
CC1(C(=O)O)CC(C)(C(=O)O)CC(C)(C(=O)O)C1 (stereo unspecified)	0.63	i
CCO[C@@H]1OC(C(N)=O)=C[C@H](c2ccc(C(F)(F)F)cc2)[C@H]1CCCO	-0.05	i
Cc1ccc(NC(=O)C2CC(=O)N(c3ccc4c(c3)OCCO4)C2)nc1 (stereo unspecified)	-0.6	i
CCCN(CCC)CCNC(=O)CCC(=O)Nc1ccc2nc(N3CCOCC3)cc(C)c2c1	-1.1	i
Cc1noc(C)c1C(=O)N(C)Cc1ccccc1	1.5	i
COc1ccc(C(=O)NCC(=O)N/N=C/c2ccco2)cc1OC	-0.13	i
O=C(c1ccco1)N1CCN(S(=O)(=O)c2cccc3nsnc23)CC1	-1.7	i
CC(NC(=O)C(C)N1CCN(Cc2ccccc2)CC1)c1ccccc1 (stereo unspecified)	1.3	i
Cc1cccnc1NC(=O)CCNC(=O)c1ccc(Br)cc1	0.47	i
CCOC(NC(=O)c1ccccc1)C(NC(=O)c1ccccc1)OCC (stereo unspecified)	-0.63	i
COc1cccc(Nc2nc(N)c([N+](=O)[O-])c(NCc3ccco3)n2)c1	-1.8	i
CN(C)C(=C(C#N)C#N)N1CCN(c2ccc(Cl)cc2)CC1	-0.08	i
COc1ccc(CCN2C(=O)CCC2(C)C(=O)NC2CCCC2)cc1OC (stereo unspecified)	2.6	i
CCN(CC)CCn1c2c(c(SCC(=O)Nc3ccc(F)c(F)c3)nc1=O)CCC2	-0.55	i
CCN(CC)CCNC(=O)c1ccc(NC(=O)c2cccc(-n3cnnn3)c2)cc1	0.74	i
CCN(CC)C(=O)c1ccc2nc(-c3ccccc3)c(-c3ccccc3)nc2c1	-1.6	i
Cc1cccc(-n2ncc3c2CCCC3NC(=O)c2ccc[n+]([O-])c2)c1C (stereo unspecified)	-0.7	i

2 entries drawn at random from the list so far, as already listed:
SMILES	Kir21 block	KCNQ2 block
CCc1c(C(=O)Nc2ccc(OC)cc2)[nH]c(C)c1C(C)=O	-2.7	i
CCCCCCCCCCn1cc(C(C)=O)c(=O)[nH]c1=O	0.04	i

(list continues)
SMILES	Kir21 block	KCNQ2 block
CCn1c(COc2cccc(OC)c2)nnc1SCC(=O)Nc1ccccc1C(=O)OC	-3.5	-5.7*
Cc1cccn2c(=O)nc(SCC(=O)NCc3ccco3)nc12	-1.1	i
COc1ccc2oc(=N)c(C(=O)Nc3ccc(F)cc3)cc2c1	1	i
COc1cnc(SC(C)C)[nH]c1=O	-0.43	i
COc1cccc(N=Nc2c(N)[nH][nH]c2=O)c1	-2.3	i
CCC(=O)Nc1ccc(C(=O)N/N=C/c2cc(Br)c(OC)cc2OC)cc1	0.08	i
Cc1cc(NC(=O)c2ccc(S(=O)(=O)N3CCOCC3)cc2)no1	0.21	i
Cc1ccc(C(=O)N/C(=C\c2ccco2)C(=O)NCCN2CCOCC2)cc1	1.2	i
CCOC(=O)C1CCN(CC(=O)Nc2ccc(S(=O)(=O)N3CCC(C)CC3)cc2)CC1	0.6	i
CC1(C)Cc2ccccc2C(NNC(=O)c2cccnc2)=N1	-2.5	i
Cc1ccc(NC(=S)NCCCN2CCOCC2)cc1	0.86	i
COc1ccccc1CNC(=O)COC(=O)/C=C/c1cccs1	0.01	i
c1cc(C(c2nnnn2C2CCCC2)N2CCOCC2)ccn1 (stereo unspecified)	1.3	i
O=C(/C=C\Nc1ccc(S(=O)(=O)Nc2ncccn2)cc1)c1ccccc1	0.25	i
CCC1CCCCN1C(=O)CSc1nnc(-c2cccc(Cl)c2)o1 (stereo unspecified)	-0.33	i

In the list so far, 4 contain a COOH group:
SMILES	Kir21 block	KCNQ2 block
O=C(O)/C=C/C(=O)Nc1ccc(Oc2ccccc2)cc1	0.77	i
O=C(O)c1ccccc1Sc1ccccc1S(=O)(=O)NC1CCCCC1	1.5	i
Cc1c(NC(=O)Cn2nc(C(=O)O)c3ccccc3c2=O)c(=O)n(-c2ccccc2)n1C	1	i
CC1(C(=O)O)CC(C)(C(=O)O)CC(C)(C(=O)O)C1 (stereo unspecified)	0.63	i

More results follow:
SMILES	Kir21 block	KCNQ2 block
C=CCOc1c2ccc(C(=O)NCCc3ccc(C)cc3)cc2nn1C	-0.96	i
O=C(Nc1ccccc1)c1ccn[nH]1	0.01	i
Cc1ccn2cc(CNS(=O)(=O)c3ccc(Cl)s3)nc2c1	-0.83	i
Cc1cc(C)c2nc(N3CCC(C(=O)NCCCN4CC(C)CC(C)C4)CC3)sc2c1 (stereo unspecified)	-6.8*	-6.4*
CCn1nc(C)c(/C=N/NC(=S)Nc2ccc(Cl)cc2Cl)c1C	2.7	i
COCC(=O)NCCc1ccc(S(N)(=O)=O)cc1	0.88	i
COc1ccccc1/C=C/C(=O)NCC(=O)N/N=C/c1cccnc1	0	i
CN(C(=O)COC(=O)c1ccc(NS(=O)(=O)c2cccs2)cc1)C1CCCCC1	0.31	i
NC(=O)C1CCN(CC(=O)Nc2nccs2)CC1	-2	i
Cc1ccc2[nH]c(CSc3ccccc3)cc(=O)c2c1	1.9	i
CCOC(=O)C1CCCN(C(=O)c2cc3ncc(Br)cn3n2)C1 (stereo unspecified)	-0.94	i
O=C(N/C(=C\c1cccc(Br)c1)C(=O)N1CCOCC1)c1ccco1	-2.5	i
CC1CC(C)CN(C(=O)Nc2ccccc2F)C1 (stereo unspecified)	0.02	i
COc1ccc(S(=O)(=O)N(C)c2ccc(C(N)=O)cc2)cc1	-1.9	i
Cc1ccc(NC(=O)CSc2nnc(NC(=O)c3ccco3)s2)cc1	-0.71	i
O=C(/C=C\c1cn(-c2ccccc2)nc1-c1ccccc1)Nc1nccs1	-1.3	i
CCc1ccc(-c2nc(CN3CCC(C(=O)NCc4ccco4)CC3)c(C)o2)cc1	0.65	i
CCCC(=O)NC(=S)Nc1ccc(N2CCOCC2)c(Cl)c1	0.17	i
Cc1cc(C)cc(-n2nnc(C(=O)NCc3ccco3)c2N)c1	-0.21	i
S=C(NCc1ccncc1)Nc1ccc(Br)cc1	-0.44	i
Cc1ccc(Sc2ncccc2C(=O)NCc2cc([N+](=O)[O-])ccc2O)cc1C	2.4	i
CNC(=O)Nc1ccc(Cl)cc1	-2.8	i
COc1cccc(NC(=O)CSc2ccc3nnc(-c4ccncc4)n3n2)c1	2.6	i
CCOC(=O)CN(C(=O)COc1nc(-c2ccccc2)cc(C)c1C#N)c1ccc(F)cc1	0.91	i
O=C(NNC(=O)c1ccc(Cl)cc1Cl)c1cccs1	-0.13	i
Cc1cc(C)cc(N2CC(O)Cn3c2nc2c3c(=O)[nH]c(=O)n2C)c1 (stereo unspecified)	1.4	i
CN1N=C(C(=O)N2CCc3c([nH]c4ccccc34)C2c2c(F)cccc2Cl)CCC1=O (stereo unspecified)	0.01	i
Cc1ccc(C(=O)ON=C2CCN(c3ccc([N+](=O)[O-])cc3)CC2)cc1	-0.62	i
O=C1CCC(=O)N1c1cccc(OS(=O)(=O)c2ccccc2)c1	0.32	i

No enrichment for hits. About 1.8% of those tested had a hit in this group.
